Screening data (PubChem BioAssay)
NF-kB expr up = compounds increasing NF-kB expression in human neuronal cells; NF-kB reporter expression; hits give high values; fold change at 12.5 µM; 190,000 tested, 1.6% active; AID 1239; in the data active = fold change above about 3.3
Hsp70 act = Hsp70 transcriptional activation, primary screen. HeLa Hsp70 promoter luciferase reporter, luminescence; scaled: vehicle 0, proteasome-inhibitor control 100%. activation, % at 10 µM. 200,000 tested, 0.04% active;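 active = activation above the mean across all tested compounds plus 3 SD, cutoff set per campaign, cut at about 5.5% in these data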;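 note: 100% = MG132 at 30 µM as the positive control and 0% = DMSO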
STAT3 activator = activators of IL-6 induced STAT3 signaling; U3A cells, IL-6 STAT3-luciferase reporter, luminescence; 100% = signal with IL-6 EC80 alone; activation (% of control), % at 5.6 µM; 190,000 tested, 0.91% active;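 active = activation above the screen-wide mean of compound activation plus 3 SD, cut at about 130% in these data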;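 note: 0% = background luminescence of wells with medium and substrate only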
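Detection: reporter luminescence signal / Assay system: STAT1-lacking human U3A cells, STAT3 luciferase reporter / Incubation: compound pre-incubation 1 h before IL-6, then 6 h stimulation at 37 °C / Control set: IL-6-only high control / Read-out: % activation relative to IL-6 control / Probe or stimulus: Interleukin-6, 33 ng/mL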
STAT1 inh = STAT1 signaling inhibition. NIH 3T3 STAT1-luciferase reporter, IFN-gamma, luminescence. inhibition, % at 5.5 µM. AID 920. 200,000 tested, 0.35% active;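 active = inhibition above a set limit, the mean inhibition across all tested compounds plus 3 SD, cut at about 34% in these data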;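 note: 0% = IFN-gamma with DMSO and 100% = IFN-gamma with 300 µM nifuroxazide; values of inactives mirror those of a sister screen read the other way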
FLuc inhib CS = Photinus pyralis luciferase inhibition counter-screen. ATPLite firefly luciferase biochemical luminescence, 10 min. inhibition, % at 10 µM. 200,000 tested, 1.5% active. AID 1006;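 active = inhibition above about 50% when tested at 10 µM, limit read from the data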
Target sequence (P08659 whole entry, looked up): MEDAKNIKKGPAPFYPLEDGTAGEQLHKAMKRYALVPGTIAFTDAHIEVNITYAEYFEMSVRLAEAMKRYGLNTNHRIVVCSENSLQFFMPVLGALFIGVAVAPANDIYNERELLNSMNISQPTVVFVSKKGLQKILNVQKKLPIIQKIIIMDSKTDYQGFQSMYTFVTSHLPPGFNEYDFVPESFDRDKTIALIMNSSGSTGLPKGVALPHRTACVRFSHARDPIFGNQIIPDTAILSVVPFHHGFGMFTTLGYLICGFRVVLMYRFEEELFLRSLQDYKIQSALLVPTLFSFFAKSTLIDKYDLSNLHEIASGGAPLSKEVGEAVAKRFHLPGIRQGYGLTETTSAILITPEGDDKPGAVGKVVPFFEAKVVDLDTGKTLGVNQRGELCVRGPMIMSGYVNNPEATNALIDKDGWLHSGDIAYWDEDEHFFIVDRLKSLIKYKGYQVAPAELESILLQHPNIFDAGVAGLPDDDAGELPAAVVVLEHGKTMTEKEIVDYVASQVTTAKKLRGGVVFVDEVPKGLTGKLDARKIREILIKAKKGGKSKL
STAT1 act = increases IFN-gamma driven STAT1 reporter signal; NIH 3T3 STAT1-luciferase reporter, luminescence; 100% = IFN-gamma alone, no compound; 200,000 tested, 2.6% active; activation (% of control), % at 5.5 µM;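 active = activation above the screen-wide mean activation plus 3 SD, cut at about 130% in these data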;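 note: raw ratio to IFN-gamma control signal so 100% means no change and 0% no light; values of inactives mirror those of a sister screen read the other way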
APP 5'UTR act = APP 5'UTR luciferase reporter activation; AID 1276; SH-SY5Y APP 5'UTR luciferase reporter, luminescence; zero percent = DMSO vehicle wells; activation, % at 2 µM; 190,000 tested, 1% active;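 active = activation above a set limit, based on mean plus 3 SD of controls, cut at about 140% in these data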; note: values of inactives mirror those of a sister screen read the other way
APP 5UTR inh = APP translation inhibition | SH-SY5Y APP 5'UTR-luciferase reporter, luminescence | inhibition, % at 2 µM | 190,000 tested, 0.82% active | AID 1285;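 active = inhibition above a set limit, derived from the sample mean plus 3 SD, cut at about 45% in these data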; note: values of inactives mirror those of a sister screen read the other way
RAM inhibit = inhibitors of the yeast RAM network. 190,000 tested, 1.8% active. inhibition, % at 50 µM. S. cerevisiae dse1pr::URA3 reporter, 5-FOA growth OD615, 2 d; analog-sensitive cbk1-as2 kinase mutant strain;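 active = inhibition above a set limit, 3 SD over mean compound inhibition, cut at about 8.4% in these data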;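 note: 0% = DMSO-only wells with no growth and 100% = 10 µM 1-NA-PP1 full growth; inhibition rescues growth on 5-FOA so higher OD means more RAM inhibition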
STAT3 inh = reduces IL-6 driven STAT3 reporter signal | 190,000 tested, 0.89% active | inhibition, % at 5.5 µM | U3A cells, IL-6 STAT3-luciferase reporter, luminescence; host cell line lacks STAT1;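 active = inhibition above the mean inhibition across all screened compounds plus 3 SD, cut at about 44% in these data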;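 note: 0% = DMSO only wells and 100% = 100 µM nifuroxazide control wells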
Numbers without * were called inactive; . = no result given.

SMILES	NF-kB expr up	Hsp70 act	STAT3 activator	STAT1 inh	FLuc inhib CS	STAT1 act	APP 5'UTR act	APP 5UTR inh	RAM inhibit	STAT3 inh
Cc1nc(N2CCN(c3ccccc3)CC2)[nH]c(=O)c1Cc1cccc2ccccc12	1.1	-0.5	99	7	2	94	-2	2	5.0	2
C=CCn1c(CCC)nc2ccccc21	1.1	-0.4	99	-1	-2	101	10	-10	0.5	11
Cc1cccc(NC(=O)c2cnn(C)c2)c1C	0.94	-0.3	103	-3	-4	102	0	0	0.1	-4
NC(=O)c1ccc(NCc2ccco2)c([N+](=O)[O-])c1	1.1	-0.2	102	-2	2	102	2	-2	2.6	10
CCOC(=O)C1=C(CN2CC(C)CC(C)C2)NC(=O)NC1c1ccc2c(c1)OCO2 (stereo not drawn)	0.93	-0.2	99	-4	-3	102	6	-6	0.7	4
Cc1ccc[n+](Cc2ccc([N+](=O)[O-])cc2)c1	0.89	-0.4	96	6	-5	93	16	-16	0.0	10
Cn1ccnc1SCc1cn2cc(Br)ccc2n1	2.3	0.5	68	-18	35	117	164*	-164	0.3	43
COc1ccc(N2C(=O)CC(NNC(=O)c3cc(C)oc3C)C2=O)cc1 (stereo not drawn)	0.84	-0.3	105	-5	-6	102	-16	16	0.2	-5
CC(C)Oc1cc(S(=O)(=O)N2CCCCC2)ccc1N	1.2	-0.2	101	2	8	97	7	-7	0.7	0
CC(C)CCOc1ccc(Cl)cc1CN1CCOCC1	1.2	-0.3	101	2	-1	98	1	-1	1.8	4
COc1ccc2c(c1)c(C(=O)OCCN(C)C)c(C)n2C	1.3	-0.1	83	0	0	100	3	-3	0.6	24
CCCn1c(SCc2ccc(Cl)cc2)nc2c1c(=O)[nH]c(=O)n2C	0.59	0.1	100	-5	-4	104	-2	2	5.5	4
OC1(c2cccs2)CN(c2ccccc2)C2=[N+]1CCCC2 (stereo not drawn)	1.1	-0.2	98	12	-8	86	8	-8	1.9	7
O=C(Nc1ccc2c(c1)nc1n2CCSC1)c1ccco1	2.8	-0.4	51	4	87*	96	110	-110	1.4	63*
COc1c(Cl)cc(C(=O)Nc2ccc(Cl)cn2)cc1Cl	1.5	-0.1	132	-16	-6	114	35	-35	6.2	-37
Cc1ccc(-c2nc3ncccc3o2)cc1NC(=O)c1cccs1	0.97	0.1	82	1	-4	99	-1	1	2.1	26
Cc1onc(-c2ccccc2Cl)c1C(=O)NCC(=O)O	0.99	0.3	108	-10	-7	109	4	-4	1.6	-7
COCc1cc(C)nc(NCCc2ccccc2)c1C#N	1.3	-0.2	95	4	2	96	9	-9	0.6	5
Cn1c(SCC(=O)N2c3ccccc3Sc3ccc(Cl)cc32)nnc1-c1ccco1	1	-0.3	101	3	0	95	21	-21	3.0	3
Cc1ccccc1OCc1nnc(SCc2nc3ccccc3c(=O)[nH]2)n1C	1.1	-0.4	100	-1	-8	102	37	-37	1.7	4
CC(=O)c1ccc(OCCCC(=O)NC(C)c2ccc(S(N)(=O)=O)cc2)cc1 (stereo not drawn)	1.3	0.2	103	-4	-4	104	-4	4	-1.0	-4
COc1ccc(N(CC(=O)NCc2ccco2)S(=O)(=O)c2ccccc2)cc1	0.97	-0.4	103	-5	-6	103	-10	10	-0.8	2
COc1ccc(C(C)N2CC34C=CC(O3)C(C(=O)OCC(C)C)C4C2=O)cc1 (stereo not drawn)	0.97	0.1	102	0	-6	100	8	-8	0.6	3
COc1cccc(NC(=O)C2CCCN2C(=O)Nc2ccccc2F)c1 (stereo not drawn)	0.91	-0.1	94	-5	-3	105	6	-6	-0.6	9
CCOC(=O)C1CCN(C(=O)c2sc3nc(-c4ccc(F)cc4)cn3c2C)CC1	0.88	-0.4	96	1	-4	99	10	-10	0.3	8
COc1cccc(/C(O)=C2/C(=O)C(=O)N(CCN(C)C)C2c2ccccn2)c1 (stereo not drawn)	1.6	-0.2	105	-14	-4	113	26	-26	1.5	-2
COc1cccc(-n2nc(C(C)=O)c(=O)[nH]c2=O)c1	1.1	-0.2	121	-13	4	112	20	-20	1.2	-16
COc1ccc(S(=O)(=O)Nc2ccc(C(F)(F)F)cc2)cc1OC	1.1	-0.1	97	4	-4	97	-1	1	1.1	6
COc1ccc(N2CCN(CC(=O)Nc3nc4c(s3)CC(C)CC4)CC2)cc1 (stereo not drawn)	1	-0.3	94	-2	-2	102	-11	11	0.9	14
C/C(=N\Nc1nc(-c2cc(C)ccc2C)cs1)c1cc2c(ccc3ccccc32)oc1=O	1.1	-0.2	146*	2	-4	99	-6	6	4.3	-47
CC[n+]1c(/C=C(/C)SC)sc2ccccc21	0.68	-0.4	90	11	-6	90	-13	13	1.1	7
Cc1nc2nc(CCc3ccccc3)nn2c(C)c1Cl	1.6	-0.5	97	-4	0	104	4	-4	0.3	8
COc1ccc(-c2cc(C3CCN(Cc4cccc(C(F)(F)F)c4)CC3)[nH]n2)cc1	0.86	0.0	101	-4	-2	104	33	-33	-0.8	-2
O=C(CCc1nc2ccccc2c(=O)[nH]1)NCc1ccccn1	1.4	-0.2	92	5	-8	94	-9	9	0.8	11
Cc1cc(C)nc(SCC(=O)N/N=C\C(Br)=C\c2ccccc2)n1	1.1	-0.4	101	2	-1	98	-14	14	2.5	-6
CCc1ccc(OCC(=O)N/N=C(\C)c2ccc(-n3ccnc3)cc2)cc1	1.1	-0.3	112	-4	72*	104	9	-9	0.7	-12
CCN1CN(CCc2ccccc2)CNC1=S	1.2	-0.1	94	7	-7	94	-4	4	2.4	8
Cc1ccc(C)c(NC(=O)CCC(=O)NNC(=O)c2cccs2)c1	0.99	-0.4	100	-2	0	101	13	-13	1.6	2
[2H]c1c([2H])c([2H])c(-c2nc(N3CCCCCC3)sc2C(=O)c2ccccc2)c([2H])c1[2H]	1.1	-0.5	106	-4	-4	103	3	-4	13*	-1
O=C(/C=C/c1ccc2c(c1)OCO2)NCCSCc1ccc(Cl)cc1	1.2	-0.4	97	6	0	95	-6	6	0.2	14
CCCSc1nnc(NC(=O)c2sc3nc(-c4cccs4)ccc3c2N)s1	1.1	-0.4	103	-10	-2	110	8	-8	5.9	0
CCc1nc(Cl)c(C#N)c2c1CCCC2	1	-0.3	101	6	-4	95	-2	2	2.4	2
Cc1ccc(-c2nnc3ccc(SCC(=O)N4CCCc5ccccc54)nn23)cc1	0.29	-0.3	94	1	-8	99	4	-4	1.6	9
O=C(Nc1ccncc1)Nc1ccccn1	0.98	0.1	98	-9	1	108	-2	2	1.2	6
CCn1c(SCc2ccc([N+](=O)[O-])cc2)nnc1C(C)NC(=O)c1ccc(C)cc1 (stereo not drawn)	1.2	-0.5	97	-5	-8	105	5	-5	6.1	7
C=CCn1cnc2c(nnn2-c2ccc(OC)c(OC)c2)c1=O	1.1	-0.3	108	-10	-2	109	-1	1	2.7	-10
CCOc1ccccc1NC(=O)Cn1c(=O)c2ccccc2n(CC)c1=O	1	-0.4	103	-3	-5	102	0	0	3.3	-1
Cc1sc(NC(=O)c2ccccc2)c(C(=O)N2CCN(C)CC2)c1C	1.1	-0.3	114	-3	-11	105	-14	14	1.2	-13
COc1ccc(COCC(O)CN2CCC(CN3C(=O)c4cccc5cccc(c45)C3=O)CC2)cc1OC (stereo not drawn)	0.86	-0.2	84	-2	-9	101	-17	17	1.4	22
CCn1c(CC(=O)Nc2ccc(Cl)c(Cl)c2)nnc1SCc1ccc(Cl)cc1	1.1	0.1	106	2	-4	99	.	.	1.6	-2
COc1cc2c(cc1OC)C1C/C(=N\O)C(CC(C)C)CN1CC2 (stereo not drawn)	0.87	-0.1	80	20	-6	82	4	-4	1.2	26
CSCCC(NC(=O)/C(=C/c1ccc2c(c1)OCO2)NC(=O)c1cccc([N+](=O)[O-])c1)C(=O)O (stereo not drawn)	0.93	-0.2	98	-6	-8	105	14	-14	0.8	13
CN(C)C(=S)NC1CCS(=O)(=O)C1 (stereo not drawn)	1	-0.4	95	1	-8	99	2	-2	0.4	8
CN(C)CCP(=O)(c1ccccc1)c1ccccc1	0.96	-0.4	106	-6	-3	103	-2	2	-0.4	-2
CC(=O)Nc1ccc(S(=O)(=O)Nc2cc(C)ccn2)cc1	0.94	-0.1	99	-1	-6	101	4	-4	2.0	6
CC(C)(C)N1CC2(c3ccccc3)CN(C(C)(C)C)CC(c3ccccc3)(C1)C2=O	1.8	-0.1	102	-3	-7	103	6	-6	-0.1	-5
Cn1nnc(NC(=O)c2ccc3ccccc3c2)n1	1.4	-0.3	90	-9	24	100	19	-19	1.9	15
CCOC(=O)N1CCC(N2CCCC(CO)(Cc3cccc(OC)c3)C2)CC1 (stereo not drawn)	1.4	-0.2	107	-5	1	105	-16	16	0.9	-2
COc1ccccc1NC(=O)NCC(=O)Nc1ccc(F)c(F)c1	1	-0.3	88	1	-8	99	6	-6	1.7	17
Cc1cc(C)cc(NS(=O)(=O)c2ccc(Oc3ncc(C(F)(F)F)cc3Cl)cc2)c1	1.2	-0.2	105	0	1	100	6	-6	11*	-4
New compounds follow:
SMILES	NF-kB expr up	Hsp70 act	STAT3 activator	STAT1 inh	FLuc inhib CS	STAT1 act	APP 5'UTR act	APP 5UTR inh	RAM inhibit	STAT3 inh
CCNC(=O)NC(=O)C(C)SCc1ccccc1C (stereo not drawn)	1	-0.2	99	3	-8	97	-2	2	0.3	9
CCOc1ccc(-c2nc(CSc3nnc(C)s3)cs2)cc1OC	1.2	-0.3	117	-11	12	110	8	-8	1.3	-14
Cn1c(NN)nc2ccccc2c1=O	1	0.3	89	9	-3	90	28	-28	0.0	19
O=C(c1csc2ccccc12)N1CCN(c2ccc(Cl)c(Cl)c2)CC1	1.1	-0.1	103	1	-7	99	11	-11	5.4	8
Cc1ccc(-n2c(=O)cc(NCc3cccnc3)[nH]c2=O)cc1	1	0.1	98	3	-2	97	-7	7	2.5	7
CCO[C@H]1OC(C(=O)N2CCN(C)CC2)=C[C@@H](c2csc3ccccc23)[C@@H]1CCCO	0.86	0.1	.	-5	-7	106	-7	7	0.0	.
CN(C)C(=O)c1ccc(NC(=O)CSc2nc3ccccc3[nH]2)cc1	0.92	-0.4	90	0	0	102	9	-9	1.0	16
COc1ccccc1C/C(N)=N/OC(=O)COc1cccc(C)c1C	1.1	-0.2	102	-3	2	100	0	0	0.1	2
COc1cccc(/C=C2\SC(N)=NC2=O)c1OS(=O)(=O)c1ccccc1	1.1	-0.4	99	-4	-4	102	18	-18	6.7	5
Cc1cccc(N(CC(=O)N2CCCC2)S(=O)(=O)c2ccccc2)c1C	1.2	-0.2	94	8	-8	93	11	-11	1.4	11
O=c1[nH]c(/C=C/c2cccc3ccccc23)nc2ccccc12	1.4	-0.3	89	-14	-2	113	16	-16	1.8	18
FC(F)(F)c1nnc2c(Sc3ccccn3)nc3ccccc3n12	1.2	0.3	141*	16	-1	86	28	-28	5.0	-40

Structures from the list above with a cyano group:
SMILES	NF-kB expr up	Hsp70 act	STAT3 activator	STAT1 inh	FLuc inhib CS	STAT1 act	APP 5'UTR act	APP 5UTR inh	RAM inhibit	STAT3 inh
COCc1cc(C)nc(NCCc2ccccc2)c1C#N	1.3	-0.2	95	4	2	96	9	-9	0.6	5
CCc1nc(Cl)c(C#N)c2c1CCCC2	1	-0.3	101	6	-4	95	-2	2	2.4	2
